Assay outcomes (PubChem)
Wnt act: Wnt/beta-catenin pathway activators, primary screen, cell-based, plate reader, single point; AID 743398, 2014; Wnt/beta-catenin reporter cell assay, activator; activation, % at 9.35 µM; 300,000 tested, 1.2% active; in the data active = activation above about 30%, passing the limit was not always enough;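 also: 0% = neutral control wells and 100% = positive control wells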
The depositor's hits bear a star.

nr	canonical_smiles	Wnt act
1	COc1cc(-c2c(C(=O)c3ccccc3)[nH]c(N)c2C(=O)NCCc2c[nH]c3ccccc23)ccc1F	2
2	COc1cccc(CN2CC(C(=O)NCCc3cn4cccnc4n3)CCC2=O)c1 (centres undefined)	-1
3	O=C(C[C@H]1CC[C@H]2[C@@H](COC[C@H](O)CN2Cc2ccccc2)O1)NCCCN1CCOCC1	-1
4	Clc1cccc(CNc2ccn3nc(-c4ccco4)cc3n2)c1	-2
5	CCCCNc1nc2c(c(=O)[nH]c(=O)n2C)n1CCCc1ccccc1	-6
6	O=C(OCc1cn([C@H]2CN(C(=O)C3CCCCC3)[C@@H](c3ccc(Cl)cc3)C[C@@H]2O)nn1)c1ccccc1	-2
7	CCOC(=O)[C@]12CCC=C1N(Cc1ccc(Cl)cc1Cl)C(=O)[C@H](CC(=O)N1CCCC1)C2	-2
8	CN1OC[C@@H]2CN(Cc3ccc(Cl)cc3)[C@H](c3ccc(N4CCCCC4)cc3)C[C@@H]21	-1
9	CC(C)COC(=O)COc1cc(Cl)c(Cl)cc1Cl	0
10	COc1ccc(Cl)cc1Nc1cc(C)nc2ccccc12	5
11	O=[N+]([O-])c1cccc(-c2ccc(C(=S)N3CCN(c4ccccc4)CC3)o2)c1	4
12	O=C(NC1CCCC1)C1C(c2ccc(C(F)(F)F)cc2)=Nc2ccccc2N1C(=O)c1cccc2ccccc12 (centres undefined)	-1

Reprinted at random: 2 records from the list
nr	canonical_smiles	Wnt act
5	CCCCNc1nc2c(c(=O)[nH]c(=O)n2C)n1CCCc1ccccc1	-6
4	Clc1cccc(CNc2ccn3nc(-c4ccco4)cc3n2)c1	-2

Three compounds already listed, ordered by their value in Wnt act, falling.
| no. | canonical_smiles | Wnt act |
| --- | --- | --- |
| 1 | COc1cc(-c2c(C(=O)c3ccccc3)[nH]c(N)c2C(=O)NCCc2c[nH]c3ccccc23)ccc1F | 2 |
| 9 | CC(C)COC(=O)COc1cc(Cl)c(Cl)cc1Cl | 0 |
| 12 | O=C(NC1CCCC1)C1C(c2ccc(C(F)(F)F)cc2)=Nc2ccccc2N1C(=O)c1cccc2ccccc12 (centres undefined) | -1 |

More records
nr	canonical_smiles	Wnt act
13	COc1cccc(C(O)c2nc(-c3ccc4ccccc4c3)cs2)c1 (centres undefined)	8
14	Cc1cc(C)c(NC(=O)COC(=O)C2=COCCO2)c(C)c1	2
15	COc1ccc(-c2nc3c(Cl)cc(C(F)(F)F)cn3c2Cc2ccc(C)cc2)cc1OC	-3
16	CCCCCCN1CCN(C2CN(Cc3cn(Cc4ccccc4)nn3)S(=O)(=O)C2)CC1 (centres undefined)	-2
17	O=C(NCc1ccccc1)c1cc(C2CCCCN2C(=O)c2ccc(Cl)cc2)on1 (centres undefined)	-2
18	C[C@H](CO)N1C[C@H](C)[C@@H](CN(C)S(=O)(=O)c2ccc(-c3ccccc3)cc2)OCc2cn(nn2)CCCC1=O	-3
19	CS(=O)(=O)Nc1cccc(-c2ccc3nncn3c2)c1	-3
20	COc1ccc(/C=C2\SC(=O)N(CCCC(=O)Nc3ccc(C(=O)O)cc3)C2=O)cc1	-7
21	CCOC(=O)C1CC(=NO)c2ccc(OC)c(OC)c2C1 (centres undefined)	-3
22	CCc1cccc(CC)c1N1C(=O)CC(Sc2ccccc2N)C1=O (centres undefined)	2
23	Nc1[nH]c(C(=O)c2ccccc2)c(-c2ccc3ccccc3c2)c1C(=O)NCc1cccc2ccccc12	0
24	CC(=O)C[C@@H]1SC[C@H](c2ccccc2)N1S(=O)(=O)c1ccc(C)cc1	-2
25	CS(=O)(=O)Nc1cccc(NC(=O)C2Cc3c(-c4ccccc4)ccnc3O2)c1 (centres undefined)	-17
26	COC(=O)c1ccc(COc2ccc(/C=N/NC(=O)C(=O)Nc3ccc(OC)cc3)cc2OC)o1	-2
27	Cn1c(=O)c2ccccc2n(C)c1=O	-1
28	C[C@@H]1NC(=O)/C(=C\c2ccccc2Cl)NC1=O	0
29	O=C(c1cccs1)N1CCN(Cc2nc(-c3ccccc3)no2)CC1	4
30	O=C1[C@H]2[C@@H](c3ccccc3)N[C@]3(CCCN(Cc4ccco4)C3=O)[C@H]2C(=O)N1Cc1ccccc1	0
31	O=C(OC1CC2CC1[C@H]1CCCCN1C2=O)N1CCCCC1 (some centres undefined)	7
32	CC(C)c1ccc([C@@H]2O[C@H](CCc3ccccc3)CC3=C2C(=O)OC(C)(C)O3)cc1	-3
33	CC(=NNC(=S)N1CCCCC1)c1ccccn1	1
34	CNc1ncnc2c1ncn2[C@H]1CN(Cc2cccc3ccccc23)C[C@@H](CO)O1	-1
35	CCOc1ccc(CCN2C(=S)N([C@@H](Cc3ccc(O)cc3)CN3CCC[C@@H]3CN3C(=S)NC[C@@H]3Cc3ccccc3)C[C@@H]2Cc2ccccc2)cc1	-3
36	CC1(c2nnnn2Cc2ccccc2)CCC(=O)N1C1CC1 (centres undefined)	0
37	COc1ccc(-c2ccc(C(=O)NCc3ccc(N4CCN(C)CC4)cc3)c3occc23)c(C)c1	4
38	CCOC=C1SC(=S)N(c2ccccc2OC)C1=O	-3
39	C=CCN=C1NC(c2ccccc2)C(C(=O)OC)=C(C)N1Cc1cccc(C(F)(F)F)c1 (centres undefined)	-2
40	CCN1CCN(C(C(=O)NC2CCCCC2)C2CC2)CC1 (centres undefined)	2
41	CCNC(=O)C1(C)CCCN1C(=O)c1cc(C)on1 (centres undefined)	-1
42	Cc1ccc(S(=O)(=O)N2CCC(=O)N([C@H](COCc3cccc(Cl)c3)C(C)C)CC2)cc1	-1
43	COc1ccc(C(c2nnnn2C2CCCCC2)N2CCN(C/C=C/c3ccccc3)CC2)cc1 (centres undefined)	-2
44	C[C@H]1CN([C@@H](C)CO)S(=O)(=O)c2ccc(Br)cc2O[C@H]1CN(C)Cc1ccccc1F	-2
45	CC(=O)Nc1cccc(-c2ccnc3c2CC(C)(C(=O)Nc2cccnc2)O3)c1 (centres undefined)	-1
46	COc1ccc([C@@H]2[C@@H](C)N(c3ccccc3)c3ccccc3C(=O)N2Cc2ccccc2)cc1	-2
47	OC[C@@H]1CN(Cc2ccc3c(c2)OCO3)C[C@H](n2cnc3c(NCc4ccco4)ncnc32)O1	2
48	O=C(COC(=O)c1ccco1)Nc1cccc(S(=O)(=O)N2CCOCC2)c1	-4
49	CCc1nc2ccc(C(=O)NCCCn3ccnc3)cn2c1N(C)Cc1ccc(N(C)C)cc1	-1
50	Cc1ccn2c(Cc3ccccc3)c(-c3ccc(F)cc3)nc2c1	12
51	CS(=O)(=O)Nc1ccc2c(c1)[C@H]1C[C@H](CC(=O)NCc3ccccc3)O[C@H](CO)[C@H]1O2	0
52	Cc1ccc(S(=O)(=O)N2[C@@H](Cc3ccccc3)CO[C@H]2CC(=O)c2cccs2)cc1	2
53	Cc1ccc(N(C)C)cc1	-1
54	COc1ccc(CNC(=O)Nc2nc(C(N)c3ccccc3)cs2)cc1 (centres undefined)	-1
55	COc1ccc(/C=C(\NC(=O)c2cccs2)C(=O)NCc2ccco2)cc1OC	-1
56	CCCCCC(=O)N1C[C@H](n2cc(COC(=O)c3ccccc3)nn2)[C@@H](O)C[C@@H]1c1ccc(C)cc1	-3
57	O=C(NCCCN1CCCC1=O)c1ccc2c(=O)n(-c3ccc(F)cc3)c(=S)[nH]c2c1	-2
58	Cc1ccc2c(CC(=O)Nc3ccc4nc(N5CCOCC5)sc4c3)coc2c1	-1
59	O=C(Nc1ccc(F)c(Cl)c1)C1Cc2c(-c3ccccc3Oc3ccccc3)ccnc2O1 (centres undefined)	-1
60	Cc1cc(Cl)c2oc(C(=O)N3CCN(c4cnccn4)CC3)c(C)c2c1	17
61	CCC(=O)Nc1ccc(-n2nnnc2SCC(=O)NNC(=O)c2ccco2)cc1	1
62	CCNC(=O)C1(C)CCCN1C(=O)c1ccc(F)c(Cl)c1 (centres undefined)	-6
63	COc1ccc(OC)c(NC(=O)CCNC(=O)N2CC(=O)Nc3ccccc32)c1	-2
64	Cc1cccc(CN2[C@H](CO)C=CS2(=O)=O)c1	-1
65	Cc1cc(F)ccc1C(O)c1ncc(-c2ccc3ccccc3c2)[nH]1 (centres undefined)	0
66	CC(=O)O[C@@H]1C[C@@]2(C)[C@@H](CC[C@H]2[C@@H](C)/C=C\CC(C)C)C2=C[C@@H](O)[C@@]3(O)C[C@@H](O)[C@H](O)C[C@]3(CO)[C@]21O	-1
67	Cc1ccc(-c2nc3ccc(Br)cn3c2Cc2cccc(F)c2)cc1	-2
68	CC(=O)Nc1ccc(CNc2nc3cc(-c4ccc(F)cc4)sc3c(=O)n2C)cc1	2
69	CC[C@@H]1CC2=C(C(=O)OC(C)(C)O2)[C@H](c2ccc(F)cc2)O1	-1
70	CC(C)(C)c1ccc(C(O)c2ncc(-c3ccc(F)cc3)[nH]2)cc1 (centres undefined)	2
71	COc1ccc(C(C)=O)cc1CN1C(=O)C(C)ON=C1c1ncccc1C (centres undefined)	-6
72	CN(CCc1ccccc1)c1cc2c(c3c1ccn3C)C1CCC2C1 (centres undefined)	-2

More results follow.
nr	canonical_smiles	Wnt act
73	Cn1c(N)c(C#N)c(-c2ccccc2)c(C#N)c1=O	-2
74	Cc1ccc(NC(=O)Cn2sc3ccccc3c2=O)cc1	-1
75	CC(NC(=O)c1ccccc1)c1nc2ccccc2n1Cc1ccccc1F (centres undefined)	6
76	COC(=O)C1=C(C)N(C)C(=NCc2cc(OC)c(OC)c(OC)c2)NC1c1cccc(Cl)c1 (centres undefined)	3
77	O=C(CN1CCOCC1)NN=Cc1ccc([N+](=O)[O-])o1	0
78	CCN(CC)C(=O)c1ccc2sc([C@H]3C[C@H](O)[C@@H](CO)O3)nc2c1	-1
79	Cc1cccc(C)c1NC(=O)C1(C)CSCC(=O)N1CCc1ccccc1 (centres undefined)	-1
80	COc1cccc(-c2ncn(CCc3ccccc3OC)c2C(C)C)c1	-5
81	Cc1cn([C@H]2C[C@H](O)[C@@H](CCC(=O)NCc3ccc(N(C)C)cc3)O2)c(=O)[nH]c1=O	-1
82	COc1ccc(S(=O)(=O)N(C)C[C@H]2OCc3cn(nn3)CCCC(=O)N([C@H](C)CO)C[C@@H]2C)cc1	7
83	CC(C)C[C@@H]1COc2cccc(N3CCC[C@@H]3CO)c2S(=O)(=O)N1	0
84	O=C(N[C@H]1CC[C@H](CCNC(=O)C2CC2)O[C@@H]1CO)c1ccccn1	-2

3 compounds from above, ordered by length of the SMILES, high to low:
nr	canonical_smiles	Wnt act
76	COC(=O)C1=C(C)N(C)C(=NCc2cc(OC)c(OC)c(OC)c2)NC1c1cccc(Cl)c1 (centres undefined)	3
78	CCN(CC)C(=O)c1ccc2sc([C@H]3C[C@H](O)[C@@H](CO)O3)nc2c1	-1
83	CC(C)C[C@@H]1COc2cccc(N3CCC[C@@H]3CO)c2S(=O)(=O)N1	0

(further entries)
nr	canonical_smiles	Wnt act
85	COc1ccccc1Cc1c(-c2ccc(C)cc2)nc2c3ccccc3ccn12	0
86	O=C(NC1CC1)c1ccc(CSCc2ccc(Cl)cc2)o1	6
87	O=C(COC(=O)/C=C/c1cccc(F)c1)NCc1ccc2c(c1)OCO2	0
88	O=[N+]([O-])c1ccc(COc2ccccc2CO)cc1	12
89	COc1ccc(Br)c(Cn2c(C)c(C(=O)NCc3cccs3)sc2=O)c1	-1
90	CC1(C(=O)NS(=O)(=O)c2ccc(Cl)s2)CCN1C(=O)Cc1ccc(Cl)cc1Cl (centres undefined)	-2
91	COc1ccc(NC(=O)CN2C(=O)NC(C)(Cc3ccc(OC)c(OC)c3)C2=O)cc1 (centres undefined)	-1
92	CC(C)C1C(=O)N(Cc2cn(CCC3OCCCO3)nn2)CCS(=O)(=O)N1Cc1ccc(-c2ccc(Cl)nc2)cc1 (centres undefined)	-1
93	COc1cc(O)c(C=NN2C(=O)CSC2=S)c(OC)c1	-2
94	O=C(O)COc1ccccc1/C=C1\SC(=S)N(c2cccnc2)C1=O	1
95	Nc1ccn([C@@H]2O[C@H](C(=O)N[C@H](Cc3ccccc3)C(=O)N3CCSC3)[C@@H](O)[C@H]2O)c(=O)n1	3
96	CCOC(=O)C1CCCN(C(=O)c2cc(C(C)(C)C)nn2C)CC1 (centres undefined)	0
97	O=C(NCc1ccccc1)[C@H]1CCCN1C(=O)[C@H]1CCCN1C(=O)c1cccs1	16
98	CNC(=O)c1cc(Oc2ccc(NC(=O)c3[nH]c(-c4ccccc4)c4c3C(=O)N(C)C4=O)cc2)ccn1	-3
99	CCN(CC)c1c(C)nc2ccc(C(=O)NCc3ccc4c(c3)OCO4)cn12	-2
100	Cc1oc2ccc(O)cc2c1C(=O)c1ccc(F)cc1	13
101	C[C@@H]1CN([C@H](C)CO)C(=O)c2cc(Br)cnc2O[C@@H]1CN(C)C(=O)Nc1cccc(F)c1	-1
102	CCOC(=O)C1(C)CCCN1C(=O)c1cccc(OC)c1 (centres undefined)	-4
103	CC(C)(C)OC(=O)N1CCC[C@H]1C(=O)N1CCC[C@H]1C(=O)NCc1ccncc1	-1
104	COC(=O)[C@@]12C[C@@H](CC(=O)N3CCCCC3)C(=O)N(Cc3ccco3)C1=CCC(C)(C)C2	-1
105	COc1ccc(-c2cnc(C(O)c3ccc(OC)c(F)c3)[nH]2)cc1 (centres undefined)	-8
106	O=C(C1CCCCC1)N1C[C@H](n2cc(-c3ccc(F)cc3)nn2)[C@@H](O)C[C@@H]1c1ccc(Cl)cc1	-3
107	Cc1ccc(-c2nc3cc(C)c(Br)c(C)n3c2CC(C)(C)C)cc1	-3
108	CN1CCN(S(=O)(=O)c2ccc(F)cc2)CC1	-1
109	CCCc1c(-c2ccc(Cl)cc2)ncn1Cc1ccccc1OC	-9
110	COc1ccc(C(O)c2ncc(-c3ccccc3OC)[nH]2)cc1 (centres undefined)	-1
111	Nc1nc(-c2ccccc2)nc2nonc12	3
112	O=C(O)c1ccc(CSCc2ccccc2)o1	1
113	CCCCc1ccc(S(=O)(=O)NC(=O)C2(C)CCN2C(=O)Cc2ccccc2)cc1 (centres undefined)	1
114	CCOC(=O)C1=C(C)N(CCCC(=O)O)C(=O)NC1c1ccc(Br)cc1 (centres undefined)	1
115	Nc1ccn(CCCN2CCN(Cc3cccc4ccccc34)CC2)c(=O)n1	0
116	NC(=O)c1ncn([C@@H]2O[C@H](C(=O)N[C@H](Cc3c[nH]c4ccccc34)C(=O)O)[C@@H](O)[C@H]2O)n1	9
117	CC1(C(=O)NS(=O)(=O)c2ccc(F)cc2F)CCN1C(=O)CC1CC1 (centres undefined)	0

Not all compounds are listed; count on the stated rates, not on these rows.
